INS-1E_rescue: protection of INS-1E cells from cytokine death, primary screen, ATP luminescence, single point. INS-1E cytokine-induced death, 48 h; normalised: neutral wells 0, positive control 100. protection from cytokine-induced ATP loss, % at 10 µM. 20,000 compounds, 0.1% hits;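 active means mean replicate protection from cytokine-induced ATP loss at least 50% and at least 75% of replicates each reaching 50%; inconclusive means meets only one of the two criteria, mean or replicate share; inactive means fails both the mean and replicate share criteria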
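Test system: INS-1E rat cells | Quantity: 8000 cells per well | Medium: Phenol-red-free RPMI with 5% fetal bovine serum | Reagent: Cytokine cocktail of IFN-γ, TNF-α and IL-1β | Doses: One compound concentration, pin transfer | Timing: 48 h co-treatment, 10 min post-lysis read | Technique: Luminescent ATP assay (CellTiter-Glo)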
T_cruzi_intra: inhibitors of intracellular Trypanosoma cruzi, primary screen, cell-based, plate reader, single point, set 2. intracellular Trypanosoma cruzi in host cells. activity score (inhibition), % at 5.01 µM. 22,000 compounds, 4.9% hits. AID 651903, 2012; in the data active means activity score above about 55%; inconclusive means no clear call, values can overlap the other calls;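 further: parasites and compound incubated about four days before reading; 0% = median of neutral control wells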
Numbers without * were called inactive; ? = inconclusive; . = not tested or not shown.

SMILES INS-1E_rescue T_cruzi_intra
C[C@H](CO)N1C[C@H](C)[C@@H](CN(C)C(=O)C2CC2)OCc2cnnn2CCCC1=O 7 -14
C[C@@H]1CN([C@@H](C)CO)C(=O)c2cc(NC(=O)Nc3ccc(C(F)(F)F)cc3)ccc2O[C@@H]1CN(C)C(=O)Nc1ccc(C(F)(F)F)cc1 -50 ?
COc1ccc(NC(=O)N(C)C[C@H]2Oc3ccc(NC(=O)Nc4ccc(C(F)(F)F)cc4)cc3CC(=O)N([C@@H](C)CO)C[C@@H]2C)cc1 -15 4
C[C@H](CO)N1C[C@H](C)[C@H](CN(C)S(=O)(=O)c2cn(C)cn2)Oc2ncc(C#CC(C)(C)O)cc2C1=O . 8
C[C@@H]1CN([C@@H](C)CO)C(=O)c2cccc(NC(=O)c3nc4ccccc4s3)c2O[C@@H]1CN(C)CC1CC1 -5 -37
C[C@@H]1CCCCO[C@@H](CN(C)S(=O)(=O)c2ccc(Cl)cc2)[C@@H](C)CN([C@H](C)CO)C(=O)c2cc(NS(=O)(=O)c3cccs3)ccc2O1 -12 9
C[C@H]1CN([C@@H](C)CO)C(=O)CCCn2cc(nn2)CO[C@H]1CN(C)Cc1cccc(C(=O)O)c1 8 -27
COc1ccc(CN(C)C[C@H]2Oc3ccc(NC(=O)Nc4c(C)noc4C)cc3CC(=O)N([C@@H](C)CO)C[C@@H]2C)cc1 4 -6
CC(C)=CCC[C@H](C)C/C=N/NC(=O)CCCCCCC(=O)Nc1ccccc1O 6 4
Cc1ccc(S(=O)(=O)N(C)C[C@H]2Oc3ccc(NC(=O)Nc4ccc(C(F)(F)F)cc4)cc3CC(=O)N([C@@H](C)CO)C[C@@H]2C)cc1 -5 2
Cc1ccc(S(=O)(=O)Nc2cccc3c2O[C@@H](CN(C)C(=O)Nc2ccc(F)cc2)[C@H](C)CN([C@@H](C)CO)C3=O)cc1 10 -5
COc1ccc(CN(C)C[C@H]2OCCCC[C@@H](C)Oc3ccc(NC(=O)Nc4ccccc4)cc3C(=O)N([C@H](C)CO)C[C@@H]2C)cc1 -9 -25
C[C@@H]1CN([C@@H](C)CO)C(=O)Cc2cc(NS(=O)(=O)c3cccs3)ccc2O[C@@H]1CN(C)S(=O)(=O)c1ccc(Cl)cc1 6 46
C[C@H]1CN([C@@H](C)CO)C(=O)c2cccc(NS(=O)(=O)c3ccc(Cl)cc3)c2O[C@H]1CN(C)S(=O)(=O)c1ccc(F)cc1 6 -23
C[C@@H]1CN([C@H](C)CO)C(=O)c2cc(NC(=O)Nc3ccc(C(F)(F)F)cc3)ccc2O[C@H]1CN(C)C(=O)NC1CCCCC1 -10 15
C[C@H]1CN([C@@H](C)CO)C(=O)c2cccc(NC(=O)C3CCOCC3)c2O[C@H]1CN(C)S(=O)(=O)c1ccc(F)cc1 6 -16
COc1ccc(NC(=O)N(C)C[C@@H]2Oc3ncc(C#Cc4ccc(F)cc4)cc3C(=O)N([C@H](C)CO)C[C@@H]2C)cc1 -5 16
C[C@@H]1CCCCO[C@H](CN(C)Cc2ccc(C(=O)O)cc2)[C@@H](C)CN([C@H](C)CO)C(=O)c2cc(NS(=O)(=O)c3cccs3)ccc2O1 4 -5
C[C@H]1CN([C@@H](C)CO)C(=O)c2cc(NC(=O)CCCN(C)C)ccc2O[C@H]1CN(C)S(=O)(=O)c1cn(C)cn1 -1 -10
C[C@@H]1CN([C@@H](C)CO)C(=O)c2cccc(NC(=O)C3CC3)c2O[C@@H]1CN(C)C(=O)Nc1ccc(F)cc1 7 1
C[C@H](CO)N1C[C@H](C)[C@@H](CN(C)Cc2ccccc2C(=O)O)OCc2cn(nn2)CCCC1=O 7 -12
Cc1noc(C)c1S(=O)(=O)N(C)C[C@H]1Oc2ccc(NS(=O)(=O)c3cccs3)cc2CC(=O)N([C@@H](C)CO)C[C@@H]1C -1 -10
C[C@@H]1CN([C@@H](C)CO)C(=O)c2cc(NC(=O)Cn3cnnn3)ccc2O[C@H]1CN(C)Cc1ccc(C(F)(F)F)cc1 -5 10
C[C@H]1CN([C@@H](C)CO)C(=O)c2cc(NS(C)(=O)=O)ccc2O[C@H]1CN(C)C(=O)NC1CCCCC1 -3 -16
C[C@H]1CN([C@@H](C)CO)C(=O)c2cc(NC(=O)CCC(F)(F)F)ccc2O[C@@H]1CN(C)C(=O)NC1CCCCC1 -2 -2
C[C@H](CO)N1C[C@H](C)[C@@H](CN(C)S(=O)(=O)c2ccc(F)cc2)OCc2cnnn2CCCC1=O 7 -8
Cc1noc(C)c1S(=O)(=O)N(C)C[C@@H]1OCc2cnnn2CCCC(=O)N([C@@H](C)CO)C[C@H]1C . -2
C[C@@H]1CN([C@@H](C)CO)C(=O)c2cccc(NC(=O)c3ccncc3)c2O[C@H]1CN(C)S(C)(=O)=O 2 -11
COc1ccc(S(=O)(=O)N(C)C[C@H]2OCCCC[C@@H](C)Oc3ccc(NC(=O)CCC(F)(F)F)cc3C(=O)N([C@H](C)CO)C[C@@H]2C)cc1 -7 6
C[C@@H]1CN([C@H](C)CO)C(=O)Cc2cc(NC(=O)Cn3cnnn3)ccc2O[C@H]1CN(C)S(=O)(=O)c1cccs1 3 -8
C[C@H]1CN([C@@H](C)CO)C(=O)c2cccc(NC(=O)Nc3ccc4c(c3)OCO4)c2O[C@H]1CN(C)S(=O)(=O)c1ccccc1 -8 -8
C[C@H](CO)N1C[C@H](C)[C@H](CN(C)S(C)(=O)=O)Oc2c(NC(=O)Nc3cccc4ccccc34)cccc2C1=O 0 -17
C[C@@H]1CN([C@H](C)CO)C(=O)Cc2cc(NS(=O)(=O)c3cn(C)cn3)ccc2O[C@H]1CN(C)S(=O)(=O)c1cccs1 9 -15
C[C@H]1CN([C@@H](C)CO)C(=O)c2cccc(NC(=O)NC3CCCCC3)c2O[C@@H]1CN(C)S(=O)(=O)c1ccc(F)cc1 -8 4
C[C@H](CO)N1C[C@H](C)[C@H](CN(C)Cc2ccc3c(c2)OCO3)Oc2c(NC(=O)c3nc4ccccc4s3)cccc2C1=O -22 77*
COc1ccc(NC(=O)N(C)C[C@@H]2OCCCC[C@@H](C)Oc3ccc(NC(=O)Cc4ccccc4)cc3C(=O)N([C@H](C)CO)C[C@@H]2C)cc1 -3 -32
C[C@H](CO)N1C[C@H](C)[C@H](CN(C)Cc2ccc(C(=O)O)cc2)Oc2ccc(NC(=O)C3CCCCC3)cc2C1=O 15 -13
Cc1noc(C)c1S(=O)(=O)Nc1ccc2c(c1)C(=O)N([C@H](C)CO)C[C@@H](C)[C@H](CN(C)C(=O)Nc1ccc3c(c1)OCO3)O2 6 -7
CNC[C@@H]1OCCCC[C@@H](C)Oc2ccc(NS(=O)(=O)c3ccc(F)cc3)cc2C(=O)N([C@H](C)CO)C[C@@H]1C 13 -32
C[C@@H]1CN([C@@H](C)CO)C(=O)CCCn2cc(nn2)CO[C@H]1CN(C)Cc1cccc(O)c1 . -7
C[C@H]1CN([C@@H](C)CO)C(=O)c2cccc(NS(=O)(=O)c3ccc(Cl)cc3)c2O[C@@H]1CN(C)C(=O)Nc1ccccc1 9 -5
CC(C)NC(=O)Nc1cccc2c1O[C@@H](CN(C)C(=O)NC(C)C)[C@H](C)CN([C@H](C)CO)C2=O 1 -17
C[C@H]1CN([C@@H](C)CO)C(=O)c2cccc(NS(=O)(=O)c3ccc(F)cc3)c2O[C@@H]1CN(C)C(=O)Nc1cccc2ccccc12 13 4
CNC[C@H]1Oc2ccc(NC(=O)Nc3ccccc3)cc2CC(=O)N([C@@H](C)CO)C[C@@H]1C 2 -10
C[C@@H]1CN([C@H](C)CO)C(=O)Cc2cc(NS(C)(=O)=O)ccc2O[C@@H]1CN(C)Cc1ccc(Cl)c(Cl)c1 -13 28

Entries from the list above containing an aryl methoxy group, in the order listed:
SMILES INS-1E_rescue T_cruzi_intra
COc1ccc(NC(=O)N(C)C[C@H]2Oc3ccc(NC(=O)Nc4ccc(C(F)(F)F)cc4)cc3CC(=O)N([C@@H](C)CO)C[C@@H]2C)cc1 -15 4
COc1ccc(CN(C)C[C@H]2Oc3ccc(NC(=O)Nc4c(C)noc4C)cc3CC(=O)N([C@@H](C)CO)C[C@@H]2C)cc1 4 -6
COc1ccc(CN(C)C[C@H]2OCCCC[C@@H](C)Oc3ccc(NC(=O)Nc4ccccc4)cc3C(=O)N([C@H](C)CO)C[C@@H]2C)cc1 -9 -25
COc1ccc(NC(=O)N(C)C[C@@H]2Oc3ncc(C#Cc4ccc(F)cc4)cc3C(=O)N([C@H](C)CO)C[C@@H]2C)cc1 -5 16
COc1ccc(S(=O)(=O)N(C)C[C@H]2OCCCC[C@@H](C)Oc3ccc(NC(=O)CCC(F)(F)F)cc3C(=O)N([C@H](C)CO)C[C@@H]2C)cc1 -7 6
COc1ccc(NC(=O)N(C)C[C@@H]2OCCCC[C@@H](C)Oc3ccc(NC(=O)Cc4ccccc4)cc3C(=O)N([C@H](C)CO)C[C@@H]2C)cc1 -3 -32

(further entries)
SMILES INS-1E_rescue T_cruzi_intra
Cc1noc(C)c1S(=O)(=O)N(C)C[C@H]1Oc2c(NS(=O)(=O)c3cn(C)cn3)cccc2C(=O)N([C@@H](C)CO)C[C@@H]1C -1 -24
Cc1ccc(S(=O)(=O)Nc2ccc3c(c2)CC(=O)N([C@H](C)CO)C[C@H](C)[C@H](CN(C)Cc2ccc4c(c2)OCO4)O3)cc1 -13 20
COc1ccc(NC(=O)Nc2ccc3c(c2)C(=O)N([C@H](C)CO)C[C@@H](C)[C@@H](CN(C)Cc2ccc4c(c2)OCO4)O3)cc1 . -14
C[C@H]1CN([C@@H](C)CO)C(=O)c2cc(NS(=O)(=O)c3ccccc3)ccc2O[C@H]1CN(C)Cc1ccccc1 . 1
C[C@H]1CN([C@@H](C)CO)C(=O)c2cc(NS(=O)(=O)c3ccc(F)cc3)ccc2O[C@H]1CN(C)C(=O)Nc1ccc(C(F)(F)F)cc1 . -2
C[C@H]1CN([C@@H](C)CO)C(=O)c2cccc(NS(=O)(=O)c3ccc(F)cc3)c2O[C@H]1CN(C)Cc1ccc(-c2ccccc2)cc1 -23 17
Cc1cc(C(=O)Nc2cccc3c2O[C@H](CN(C)Cc2ccc(Cl)c(Cl)c2)[C@H](C)CN([C@H](C)CO)C3=O)n(C)n1 -13 11
C[C@@H]1CN([C@H](C)CO)C(=O)Cc2cc(NC(=O)CCCCCC(=O)Nc3ccccc3N)ccc2O[C@H]1CN(C)Cc1ccc(-c2ccccc2)cc1 -9 13
Cc1noc(C)c1NC(=O)Nc1ccc2c(c1)C(=O)N([C@H](C)CO)C[C@H](C)[C@H](CN(C)C(=O)Nc1c(C)noc1C)O2 12 -24
C[C@@H]1CN([C@H](C)CO)C(=O)c2cccc(NS(=O)(=O)c3ccccc3)c2O[C@@H]1CN(C)S(=O)(=O)c1ccccc1 6 0
CC(C)NC(=O)Nc1ccc2c(c1)C(=O)N([C@H](C)CO)C[C@@H](C)[C@H](CN(C)S(C)(=O)=O)O2 -4 8
COc1ccc(NC(=O)N(C)C[C@@H]2Oc3ccc(NC(=O)NC4CCCCC4)cc3C(=O)N([C@H](C)CO)C[C@@H]2C)cc1 8 -15
C[C@H]1CN([C@@H](C)CO)C(=O)Cc2cc(NS(=O)(=O)c3ccc(Cl)cc3)ccc2O[C@@H]1CN(C)S(=O)(=O)c1ccc(Cl)cc1 -6 7
COc1ccc(CN(C)C[C@@H]2Oc3ccc(NS(=O)(=O)c4ccc(OC)cc4)cc3C(=O)N([C@@H](C)CO)C[C@H]2C)cc1 -9 7
C[C@H]1CN([C@@H](C)CO)C(=O)c2cccc(NC(=O)C3CC3)c2O[C@H]1CN(C)C(=O)Nc1ccccc1 9 -5

Two successive compounds out of the list so far, quoted:
SMILES INS-1E_rescue T_cruzi_intra
C[C@H](CO)N1C[C@H](C)[C@@H](CN(C)C(=O)C2CC2)OCc2cnnn2CCCC1=O 7 -14
C[C@@H]1CN([C@@H](C)CO)C(=O)c2cc(NC(=O)Nc3ccc(C(F)(F)F)cc3)ccc2O[C@@H]1CN(C)C(=O)Nc1ccc(C(F)(F)F)cc1 -50 ?

(cont.)
SMILES INS-1E_rescue T_cruzi_intra
O=C(O)CCCCCC(=O)N/N=C/c1cccnc1Br 3 -10
C[C@H](CO)N1C[C@H](C)[C@@H](CN(C)CC2CCCCC2)Oc2c(NC(=O)Nc3ccccc3)cccc2C1=O -35 18
C[C@@H]1CN([C@H](C)CO)C(=O)c2cccc(NC(=O)C3CCCCC3)c2O[C@H]1CN(C)Cc1ccc(Oc2ccccc2)cc1 -27 69*
Cc1noc(C)c1NC(=O)N(C)C[C@@H]1Oc2ccc(NS(C)(=O)=O)cc2CC(=O)N([C@H](C)CO)C[C@H]1C 5 -32
Cc1noc(C)c1NC(=O)N(C)C[C@@H]1Oc2c(NS(C)(=O)=O)cccc2C(=O)N([C@@H](C)CO)C[C@@H]1C 9 -19
C[C@H](CO)N1C[C@H](C)[C@@H](CN(C)C(=O)Nc2ccc3c(c2)OCO3)Oc2ccc(NS(=O)(=O)c3ccc(Cl)cc3)cc2C1=O . 6
CN(C)c1ccc(/C=N/NC(=O)c2ccccc2O)cc1 -24 -12
C[C@H]1CN([C@@H](C)CO)C(=O)c2cccc(NC(=O)NC3CCCCC3)c2O[C@H]1CN(C)Cc1ccc2c(c1)OCO2 -8 -44
O=C(CCCCCC(=O)Nc1ccccc1O)N/N=C/c1cccc(C(=O)O)c1 -15 -4
C[C@H](CO)N1C[C@H](C)[C@H](CN(C)C(=O)C2CC2)OCc2cnnn2CCCC1=O 6 -5
C[C@@H]1CN([C@@H](C)CO)C(=O)c2cc(NC(=O)C3CCCCC3)ccc2O[C@@H]1CN(C)S(=O)(=O)c1ccc(F)cc1 . 7
